# TLR9-MyD88 inh – blocks human TLR9 binding to MyD88; CHO BLA complementation TLR9-MyD88, CCF4 FRET ratio; inhibition, % at 4.98 µM; 0.21% of 340,000 active;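 active means inhibition above the mean over all tested compounds plus 3 SD, cut at about 21% in these data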;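 further: 0% = DMSO only wells and 100% = clavulanate BLA inhibitor control wells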
# LRH-1 inv ag – inverse agonists of human LRH-1 (NR5A2); O00482; HEK293T StAR-luciferase reporter, LRH-1 transfected, 24 h; inhibition, % at 3.6 µM; 0.13% of 360,000 active; AID 602396;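 active means inhibition above the mean inhibition of all tested compounds plus 3 SD, cut at about 73% in these data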;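 further: 0% = DMSO wells and 100% = reporter-only cells lacking LRH-1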
# Target sequence (O00482 whole entry, looked up): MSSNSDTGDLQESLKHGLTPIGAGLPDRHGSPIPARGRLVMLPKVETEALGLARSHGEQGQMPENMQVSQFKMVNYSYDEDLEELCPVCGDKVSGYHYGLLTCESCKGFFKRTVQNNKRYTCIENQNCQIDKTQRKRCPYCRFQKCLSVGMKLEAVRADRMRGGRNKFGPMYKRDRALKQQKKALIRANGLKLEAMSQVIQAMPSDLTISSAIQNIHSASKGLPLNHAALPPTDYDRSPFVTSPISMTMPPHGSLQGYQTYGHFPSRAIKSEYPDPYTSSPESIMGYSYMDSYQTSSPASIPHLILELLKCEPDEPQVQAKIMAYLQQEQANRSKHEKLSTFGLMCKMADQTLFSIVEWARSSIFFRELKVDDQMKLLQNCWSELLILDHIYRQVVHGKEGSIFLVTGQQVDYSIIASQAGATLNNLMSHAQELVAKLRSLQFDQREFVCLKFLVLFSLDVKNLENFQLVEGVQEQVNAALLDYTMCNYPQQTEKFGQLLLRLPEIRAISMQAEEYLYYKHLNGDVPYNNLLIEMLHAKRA
# TROY NFkB inh – blocks TROY-dependent signaling in reporter cells; AID 1347056; Q293 LMP1-TROYcd NF-kB luciferase reporter, 4 h; 0.98% of 360,000 active; inhibition, % at 10 µM;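 active means compounds whose plate-normalised and pattern-corrected inhibition of the luciferase reporter signal at the single screening dose is 50% or more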
# TRAIL sens C8 – caspase-8 TRAIL sensitization | inhibition (viability loss, TRAIL sensitization), % at 10 µM | NB7+C8 cells + TRAIL, ATPlite viability luminescence | 1% of 360,000 active;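 active means compounds causing at least 50% loss of cell viability in the single-dose screen, relative to plate controls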
# SRC2 inh – human SRC2 (NCOA2) inhibition | Q15596 | HEK293 GAL4-SRC2 luciferase reporter, luminescence | inhibition, % at 9 µM | 0.17% of 370,000 active;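 active means inhibition above the mean inhibition of all tested compounds plus 3 SD, set per campaign, cut at about 52% in these data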;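 further: 0% = DMSO treated cells and 100% = cells given Gossypol at 36 µM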
# NCOA3 inh – inhibitors of human steroid receptor coactivator 3 (SRC3) | Q9Y6Q9 | HEK293 GAL4-SRC3 luciferase reporter, luminescence | inhibition, % at 3.6 µM | 0.17% of 360,000 active;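 active means inhibition above a per-campaign cutoff, the mean of all compounds plus 3 SD, cut at about 60% in these data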;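 further: 0% = DMSO-treated cells and 100% = gossypol-treated cells at 36 µM; higher means less SRC3-driven luciferase light from the GAL4 reporter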
# SRC1 inh – inhibitors of human steroid receptor coactivator 1 (SRC1) | Q15788 | HEK293 GAL4-SRC1 luciferase reporter, luminescence | inhibition, % at 3.6 µM | 0.12% of 360,000 active;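 active means inhibition above the campaign mean plus 3 SD, with each screening campaign given its own cutoff, cut at about 60% in these data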;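 further: 0% = DMSO treated cells and 100% = gossypol at 36 µM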
# NOD2 RIPK2 PPI – blocks binding of human NOD2 to RIPK2; O43353; inhibition, % at 4.98 µM; 0.38% of 360,000 active; CHO BLA complementation NOD2-RIPK2, CCF4 ratio; in the data active means inhibition above about 21%;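 further: 0% = vehicle only and 100% = reference blocker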
# Target sequence (O43353 whole entry, looked up): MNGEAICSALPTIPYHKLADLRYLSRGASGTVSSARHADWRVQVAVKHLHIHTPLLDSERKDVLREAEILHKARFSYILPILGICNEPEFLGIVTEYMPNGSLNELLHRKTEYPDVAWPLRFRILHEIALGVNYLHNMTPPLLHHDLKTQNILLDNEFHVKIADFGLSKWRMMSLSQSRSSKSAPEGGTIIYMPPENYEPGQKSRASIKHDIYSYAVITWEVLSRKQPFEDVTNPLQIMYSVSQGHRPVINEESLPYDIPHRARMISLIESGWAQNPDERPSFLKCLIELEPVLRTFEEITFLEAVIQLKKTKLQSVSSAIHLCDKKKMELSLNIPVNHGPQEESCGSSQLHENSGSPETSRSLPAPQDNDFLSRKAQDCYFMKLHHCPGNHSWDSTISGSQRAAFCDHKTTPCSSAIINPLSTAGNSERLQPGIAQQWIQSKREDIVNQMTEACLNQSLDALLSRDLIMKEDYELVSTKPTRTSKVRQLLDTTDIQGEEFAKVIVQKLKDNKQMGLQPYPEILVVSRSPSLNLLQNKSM
# LMP1 NFkB inh – inhibitors of Epstein-Barr LMP1-induced NF-kappaB reporter; LMP1-induced NF-kappaB luciferase reporter cells, luminescence; inhibition, % at 12.5 µM; 0.69% of 350,000 active; in the data active means inhibition above about 41%;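 further: 0% = neutral control wells and 100% = reference inhibitor control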
# COUP-TFII inh – NR2F2 (human) inhibition, primary screen; HEK293T NGFI-A luciferase reporter, luminescence; inhibition, % at 8.6 µM; 0.7% of 370,000 active;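 active means inhibition above a per-plate cutoff, mean inhibition of test wells between control levels plus 3 SD, cut at about 38% in these data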;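 further: cells cotransfected with COUP-TFII expression vector driving the NGFI-A reporter; 0% = median of COUP-TF2 test wells and 100% = reporter-only cells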
# Vif imaging – HIV Vif inhibition; inhibition, % at 7.49 µM; HEK293T cells, Vif self-association by quenched fluorescence, imaging, 24 h; 0.35% of 340,000 active; in the data active means inhibition above about 50%, passing the limit was not always enough; further: some results filed as inactive read as strong as hits
# * hit, by the source's call; . = not tested or not shown. A portion of the library; rates above refer to the full screens.
SMILES,TLR9-MyD88 inh,LRH-1 inv ag,TROY NFkB inh,TRAIL sens C8,SRC2 inh,NCOA3 inh,SRC1 inh,NOD2 RIPK2 PPI,LMP1 NFkB inh,COUP-TFII inh,Vif imaging
O=C(NCC(=O)N1CCN(S(=O)(=O)c2ccccc2F)CC1)c1ccc2c(c1)OCO2,1,-16,-16,-8,-32,-5,-9,-1,-9,6,7
N#Cc1ccccc1NC(=S)Nc1ccc(F)cc1,3,11,10,-1,-4,2,-6,-1,3,9,-1
CCOC(=O)CSc1nc2cccnc2n1-c1ccc(F)cc1,-5,-7,61*,1,-1,0,-20,-4,-1,0,0
Cn1ncc([N+](=O)[O-])c1C(=O)Nc1ccc(Cl)cc1,-4,26,6,1,19,14,-19,-12,0,10,-9
COc1ccc(Nc2c(-c3cc4ccccc4o3)nc3nc(C)cc(C)n23)cc1,.,-3,-39,9,-14,.,.,-1,.,-29,.
C(=N\N1CCN(Cc2cccc3ccccc23)CC1)/c1cccnc1,7,2,6,23,14,14,-2,-4,1,17,2
CCOC(=O)c1ncn2c1CN(C)C(=O)c1cc(F)ccc1-2,3,25,3,-2,-30,-34,8,6,3,5,-9
Cc1oc(-c2ccccc2Cl)nc1CSCC(=O)O,7,5,15,-11,1,-7,-14,8,-3,-2,18
CCN1CCN(CCC(=O)Nc2cccc(OC)c2)CC1,-1,7,5,9,-2,-49,-41,-3,4,7,-1
N#Cc1ccccc1Cn1cc(/C=N/Nc2ccc([N+](=O)[O-])cn2)c2ccccc21,0,12,-8,9,10,9,16,-3,-25,-4,158*
CC(=O)NCCCNc1ccc([N+](=O)[O-])cc1,0,9,-22,17,-14,3,-17,7,-9,-23,-17
COc1cc(C(=O)N2CCC2(C)C(=O)O)cc(OC)c1OC (stereo unspecified),.,14,9,-8,-6,-13,-2,-6,.,-15,7
CN(C)C(CNC(=S)Nc1ccc(F)cc1)c1cccnc1 (stereo unspecified),8,-3,-13,-11,1,-25,4,4,22,4,-2
Cc1ccc(NC(=O)C2=C(c3ccccc3)S(=O)(=O)CCS2(=O)=O)cc1,9,56,74*,5,74*,-31,-60,56*,93*,20,5
CCOC(=O)/C=c1\s/c(=C\c2ccc(C(=O)OC)cc2)c(=O)n1CC(=O)Nc1ccccc1,10,5,-9,-2,17,4,13,3,-75,2,-3
C=CCNC(=O)c1cc2cccc(OC)c2oc1=O,7,11,-2,-2,5,1,-10,1,2,20,0
Cc1ccc(C)c(OCC(=O)Nc2nc3ccc([N+](=O)[O-])cc3s2)c1,5,-31,18,1,10,8,14,1,-8,16,-6
CSCCC(NC(=O)COc1ccccc1)C(=O)N1CCN(C(C)=O)CC1 (stereo unspecified),-7,-7,-15,-21,-12,-9,-8,2,-3,2,-6
O=C(Nc1ccc2[nH]c(=O)[nH]c2c1)c1c(F)c(F)c(F)c(F)c1F,-9,6,-7,-4,-6,-2,-26,1,-7,14,7
CCOc1ccc(C(C)=O)cc1CSc1nnnn1-c1ccc(O)cc1,11,24,19,-10,-5,7,-3,-2,5,15,2

# Printed as active in LMP1 NFkB inh, of those listed so far:
smiles | TLR9-MyD88 inh | LRH-1 inv ag | SRC2 inh | NCOA3 inh | SRC1 inh | NOD2 RIPK2 PPI | LMP1 NFkB inh | COUP-TFII inh | Vif imaging
Cc1ccc(NC(=O)C2=C(c3ccccc3)S(=O)(=O)CCS2(=O)=O)cc1 | 9 | 56 | 74* | -31 | -60 | 56* | 93* | 20 | 5

# The results go on.
SMILES,TLR9-MyD88 inh,LRH-1 inv ag,TROY NFkB inh,TRAIL sens C8,SRC2 inh,NCOA3 inh,SRC1 inh,NOD2 RIPK2 PPI,LMP1 NFkB inh,COUP-TFII inh,Vif imaging
CCOC(=O)N1CCN(S(=O)(=O)N(C)C)CC1,-15,-2,5,-13,9,5,-13,0,-2,1,9
CN(CCCNC(=O)c1cc2c(=O)[nH]c3ccccc3c2n1C)Cc1ccccc1,-4,-6,1,-6,-27,-20,3,-12,-8,-10,-2
C/C(=N\NC(=O)CSc1nc2ccccc2c(=O)n1-c1ccccc1C)c1cccs1,-4,2,10,-13,-27,-39,5,-6,10,5,16
COc1ccc(C(C)=O)cc1CSc1ccc2c(c1)OCCO2,2,-14,-18,11,6,2,3,-6,4,4,9
O=C(O)c1cccc(S(=O)(=O)Nc2cccc(S(=O)(=O)N3CCCC3)c2)c1,2,-20,0,0,-5,6,1,0,-4,5,-1
O=C(Nc1ccccc1Oc1cccnc1)C1CCCN(C/C=C/c2ccccc2)C1 (stereo unspecified),4,-1,-17,-2,8,-4,-21,3,0,5,4
O=C(c1ccc(Cl)c(S(=O)(=O)N2CCCCC2)c1)N1CCCC1,5,13,-31,-16,21,6,-87,-1,3,2,9
O=S(=O)(NCCc1ccccc1)c1ccc(-n2cnnn2)cc1,6,7,22,-4,19,0,-29,3,-7,-3,-6
CCn1c2ccccc2c2nnc(SCc3ccccc3)nc21,-7,13,-21,14,0,-21,-15,-7,-17,-2,-7
O=C(NC1CCN(S(=O)(=O)c2ccc(F)cc2)CC1)c1cccnc1,2,3,-16,24,2,-6,-1,-7,-5,-2,-4
COc1cccc(CN2CCCC(C(=O)c3ccc4c(c3)OCO4)C2)c1O (stereo unspecified),-11,-1,-10,29,21,16,3,-1,-10,9,1
Cc1ccc(NC(=O)Cc2nc(COC(=O)Cc3cccc(C(F)(F)F)c3)cs2)cc1,-19,-13,-31,-8,-36,1,-9,-3,-16,-8,25
O=C(O)c1ccc(N/N=C/c2cc(Br)cs2)cc1,-2,-92,49,14,-10,-61,-53,3,-1,-3,-9
CCOc1ccc(/C=N/n2c(SC)nnc(C(C)(C)C)c2=O)cc1,-6,0,3,-9,-9,1,-6,-7,4,3,-3
CC(=O)NCCc1nc2ccccc2n1Cc1cccc(C)c1,8,10,3,-11,-2,17,13,-7,2,7,0
CCC(=O)Nc1ccccc1C(=O)OCc1ccc(C(=O)c2ccccc2)cc1,-1,-5,-10,-13,12,-10,-3,-1,-4,-3,-4
O=C(COC(=O)Cc1cccc(C(F)(F)F)c1)NCC1CCCO1 (stereo unspecified),-11,-15,-1,18,-15,13,-1,-5,-7,2,-6
Cn1ncc(Cl)c1C(=O)NCc1ccc2c(c1)OCO2,3,43,-1,3,28,-9,20,-4,11,5,-1
COc1cccc(/C=C/C(=O)OCC(=O)Nc2ccc(Cl)c(S(=O)(=O)N(C)C)c2)c1,1,-6,0,12,14,7,-22,-3,3,7,0
O=C(NCC1CC1)Nc1cccs1,1,-15,-5,10,-21,8,5,6,1,14,6
Cc1cc(C(=O)CSc2nc(N)cc(=O)[nH]2)ccc1F,-7,8,10,-7,-13,7,7,0,-2,9,35
CCN1CCCC1CNC(=O)c1cc(COc2ccc(C)c(C)c2)on1 (stereo unspecified),-9,-17,-48,8,-27,-39,-15,-4,-27,-10,-2
Clc1cccc(-c2nnc(SC/C=C/c3ccccc3)n2Cc2ccco2)c1,-3,5,10,18,.,15,16,-5,16,.,-7
COC(=O)c1sccc1NC(=O)/C=C/c1ccc(Cl)cc1Cl,3,-1,-5,23,-15,-2,1,-15,-39,-2,4
COc1cccc(/C=C/c2n[nH]c(=O)c(C#N)c2C)c1,7,13,-13,5,-14,-32,-5,-6,17,-8,-10
CCCS(=O)(=O)N1CCC(C(=O)N2CCN(C(=O)OCC)CC2)CC1,3,2,11,2,-6,-17,-2,-12,12,-3,6
O=C(CNc1ccccc1)N/N=C/c1ccc([N+](=O)[O-])o1,6,31,-6,40,0,-7,-11,-1,3,-4,-8
O=C(NCCc1ccccc1)c1cc(S(=O)(=O)N2CCOCC2)ccc1F,2,-16,-9,-16,-14,-3,-21,2,-10,-6,-5
COc1ccc(-n2nnc3c(=O)n(CC(=O)OCc4ccccc4)cnc32)cc1,14,8,-20,-6,2,-14,-27,-12,4,-3,-4
O=C(Cc1cccc(F)c1)N1CCOCC1,-10,-1,6,29,-19,7,5,2,7,-6,-6
O=c1n(CC2CO2)c(=O)n(CC2CO2)c(=O)n1CC1CO1 (stereo unspecified),-4,-32,-1,3,-7,-34,-41,-3,8,-6,20
Cc1ccc(S(=O)(=O)Nc2nc3ccccc3nc2NCc2ccco2)cc1,-8,-55,-18,-7,-60,-103,-88,-15,-20,-41,-5
CC(C)Oc1cccc(NC(=O)C2(C)CCN2C(=O)C(C)C)c1 (stereo unspecified),.,-3,-2,-10,1,-8,4,-1,.,4,24
CC(NC(N)=O)C(=O)NCC(=O)OCc1ccccc1 (stereo unspecified),7,-13,-10,-5,-3,4,6,4,3,-8,5
Cc1[nH]c(=S)[nH]c(=O)c1CCOc1ccccc1,8,18,-10,0,6,10,-9,-4,2,-5,4
CC(O)CNCc1ccc(Cl)cc1Cl (stereo unspecified),2,4,2,-2,-2,4,10,-1,-1,-1,11
CSCCC(NC(=O)c1ccc(Cl)cc1Cl)C(=O)OC(C)C(=O)NCc1ccco1 (stereo unspecified),-1,4,6,-11,7,-5,21,1,0,-26,7
O=C(Nc1ccccc1)c1nn(-c2cccc(C(F)(F)F)c2)ccc1=O,-5,-10,4,-7,7,6,2,5,6,-2,5
O=C(CSc1nc2ccc([N+](=O)[O-])cc2[nH]1)NC1CCCC1,12,-2,11,5,-7,5,-20,-12,-3,-3,-10
CCCCOc1ccc(OC(=O)Nc2cc(Cl)ccc2OC)cc1,-15,0,12,1,-1,3,16,3,0,-26,-2
CCc1ccc(CN2CCCC(C(=O)Nc3ccc(-c4cscn4)cc3)C2)o1 (stereo unspecified),-6,-9,13,-12,26,11,-2,-12,-4,4,2
CCc1ccccc1OCC(=O)Nc1cc(S(=O)(=O)N2CCOCC2)ccc1N1CCCCC1,-2,-5,5,9,18,15,-14,5,1,19,-6
COc1cc(C=O)ccc1OCCCOc1ccc([N+](=O)[O-])cc1,-7,25,4,7,1,7,13,-7,17,0,-11
CC(=O)c1ccc(NC(=O)C(Cc2ccccc2)n2cccc2)cc1 (stereo unspecified),0,-3,-18,-16,-22,2,2,-1,-1,11,-13
CN(C)C1=NC[C@H](Cc2ccccc2)N1CCCCc1ccccc1,7,7,-7,-3,-5,24,11,-10,4,6,11
CC(=O)Cc1nsc(NC(=O)c2cc(-c3cccc(C(F)(F)F)c3)oc2C)n1,4,1,7,-5,20,-6,3,5,2,-15,-6
Cn1c(-c2cc3ccccc3oc2=O)nc2ccccc21,-1,-69,-24,13,-14,-48,-76,-6,-25,-48,-7
COc1ccc(S(=O)(=O)N[C@@H](Cc2ccccc2)C(=O)N2CC[C@@]3(O)CCCC[C@H]3C2)cc1,-21,9,17,-11,0,-19,-1,-12,-5,-10,-7
Cc1ccc(S(=O)(=O)NCc2nnnn2-c2ccc(F)cc2)cc1,-8,-9,-4,-7,29,-4,-15,-6,0,-12,5
O=C(O)CSc1ncccc1C(=O)O,6,-8,0,6,10,-10,7,-4,-5,19,2
Cc1cc(C)n2nc(CC(=O)NC3CCCCCC3)nc2n1,2,12,6,-1,10,20,-3,1,64*,8,1
O=C1N=C(N2CCCCC2)SC1=C1CCCC1,-8,-79,-25,-23,-38,-26,-55,-1,-18,-4,1
Cc1cc(C)c(NC(=O)CS(=O)CC(=O)NC2CCCc3ccccc32)c(C)c1 (stereo unspecified),-2,-7,3,-12,-5,3,-5,7,-1,5,.

# Assay outcomes as filed in PubChem.
